# Source: PubChem BioAssay
# OXTR potentiator: human OXTR potentiators, primary screen, fluorescence, CHO-OTR cells, Fluo-8 calcium. Oxytocin receptor (Homo sapiens), P30559. Fluo-8 calcium fluorescence, potentiator mode; 0% = oxytocin EC15, 100% = EC100. activation, % at 3 µM. actives 0.061% (n = 320,000);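 active means activation above that plate's cutoff, the mean activation of tested compounds plus 3 SD, cut at about 6.6% in these data, passing the limit was not always enough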;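 further: 100% uses oxytocin at 75 nM as the full agonist control; some results filed as inactive read as strong as hits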
#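 Dosing: Single dose, 3.0 µM nominal final compound concentration | Material: Human OTR in CHO cells | Technique: Kinetic Fluo-8 calcium fluorescence | Benchmarks: EC15 oxytocin alone as 0%, 75 nM oxytocin as 100% | Probe or stimulus: Oxytocin at about EC15, sub-maximal agonist stimulus | Incubation: Compound 6 min at room temperature before oxytocin, 100 s read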
# M1 PAM parental: nonselective calcium activators in parental CHO-K1 cells, primary screen, counter-screen for M1 PAM project, cell-based, Fluo-8 calcium fluorescence, full deck, 1536-well; ATP EC20; 0% at ATP EC20, 100% at ATP max; activation, % at 3 µM; actives 0.02% (n = 360,000);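 active means activation above the run cutoff, the mean activation of all test compounds plus 3 SD, cut at about 40% in these data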;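 further: peak over basal fluorescence ratio in a 140 s read after ATP addition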
# GPR7 antag: GPR7 receptor antagonists, primary screen, cell-based, fluorescence, single concentration; actives 1.1% (n = 290,000); inhibition, % at 4.4 µM; AID 1861, 2009; GPR7-expressing cells, fluorescence antagonist assay; Neuropeptides B/W receptor type 1 (Homo sapiens), P48145; in the data active means inhibition above about 16%, passing the limit was not always enough;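 further: cells stimulated with the agonist NPW; 0% = agonist with vehicle and 100% = vehicle without agonist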
# Target sequence (P48145 whole entry, looked up): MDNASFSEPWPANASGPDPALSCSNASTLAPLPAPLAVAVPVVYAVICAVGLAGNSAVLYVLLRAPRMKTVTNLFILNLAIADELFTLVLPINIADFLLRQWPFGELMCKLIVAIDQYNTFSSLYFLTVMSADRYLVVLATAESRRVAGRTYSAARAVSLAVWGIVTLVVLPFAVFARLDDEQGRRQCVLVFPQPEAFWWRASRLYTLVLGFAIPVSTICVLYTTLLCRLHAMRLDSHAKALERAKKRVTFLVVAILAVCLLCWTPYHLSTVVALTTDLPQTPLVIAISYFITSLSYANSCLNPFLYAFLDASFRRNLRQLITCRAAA
# OXTR agonist: human OXTR agonists, primary screen, fluorescence, CHO-OTR cells, Fluo-8 calcium; activation, % at 3 µM; Fluo-8 calcium fluorescence; normalized: DMSO 0%, oxytocin 100%; Oxytocin receptor (Homo sapiens), P30559; AID 2435, 2010; actives 0.32% (n = 320,000);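 active means activation above the mean of all tested compounds plus 3 SD, cutoff set per screening run, cut at about 20% in these data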;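 further: peak over basal fluorescence ratio from a 100 s FLIPR kinetic read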
# V1R ag counter: agonists of human V1a receptor, primary screen, counter-screen for OXTR agonist project, fluorescence, CHO-V1R cells; Fluo-8 calcium fluorescence, agonist mode; 0% DMSO, 100% 3 nM vasopressin; activation, % at 3 µM; actives 0.25% (n = 320,000); AID 2797, 2010;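 active means activation above the mean activation of all tested compounds plus 3 SD, per screening run, cut at about 20% in these data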;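 further: signal is peak over basal fluorescence ratio across a 100 second FLIPR read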
# Target sequence (P37288 whole entry, looked up): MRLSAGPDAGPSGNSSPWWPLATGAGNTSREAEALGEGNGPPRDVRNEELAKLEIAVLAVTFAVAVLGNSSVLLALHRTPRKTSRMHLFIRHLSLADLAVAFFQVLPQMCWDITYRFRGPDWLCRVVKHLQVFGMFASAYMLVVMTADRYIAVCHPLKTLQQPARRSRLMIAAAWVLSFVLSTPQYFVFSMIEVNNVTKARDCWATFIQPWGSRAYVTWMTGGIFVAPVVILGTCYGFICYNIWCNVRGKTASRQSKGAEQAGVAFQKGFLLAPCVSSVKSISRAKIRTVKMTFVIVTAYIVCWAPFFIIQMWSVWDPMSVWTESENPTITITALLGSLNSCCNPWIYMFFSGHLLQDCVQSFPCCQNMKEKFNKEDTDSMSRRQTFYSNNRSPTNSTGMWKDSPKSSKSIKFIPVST
# TAAR1 antag: human TAAR1 antagonists, primary screen, Fluo-8 calcium fluorescence, CHO RD-HGA16 cells. Trace amine-associated receptor 1 (Homo sapiens), Q96RJ0. antagonist. inhibition, % at 3 µM. actives 1.5% (n = 360,000). AID 624466, 2012;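 active means inhibition above a per-plate cutoff, the mean inhibition of test compounds on that plate plus 3 SD, cut at about 49% in these data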;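 further: 0% = DMSO plus EC80 beta-PEA response and 100% = DMSO alone without agonist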
# Target sequence (Q96RJ0 whole entry, looked up): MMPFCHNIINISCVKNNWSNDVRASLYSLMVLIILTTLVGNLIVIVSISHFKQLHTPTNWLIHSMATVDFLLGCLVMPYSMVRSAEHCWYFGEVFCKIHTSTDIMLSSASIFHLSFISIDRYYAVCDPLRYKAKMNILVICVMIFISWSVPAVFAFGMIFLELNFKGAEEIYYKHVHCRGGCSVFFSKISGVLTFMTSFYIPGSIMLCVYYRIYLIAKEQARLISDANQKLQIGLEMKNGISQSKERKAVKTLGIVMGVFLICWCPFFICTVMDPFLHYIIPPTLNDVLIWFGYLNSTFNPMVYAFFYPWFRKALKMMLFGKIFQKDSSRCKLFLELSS
#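 Test system – hTAAR1-expressing CHO RD-HGA16 cells, Gα16-coupled · Reagent – β-PEA at EC80 concentration, post-compound challenge · Compound dosing – 3 µM, single point · Timing – 140 s kinetic read after compound, 140 s after agonist · Detection – Fluo-8 intracellular calcium dye fluorescence, real-time kinetic reads · Control set – DMSO and EC80 PEA controls · Repeats – n of 1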
# M1 ag parental: counter-screen for M1 agonists: effect in parental CHO-K1 cells | actives 0.48% (n = 360,000) | AID 602248, 2012 | Fluo-8 calcium fluorescence; scaled to maximal ATP response, vehicle zero | activation, % at 3 µM; in the data active means activation above about 15%;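 further: untransfected CHO-K1 host cells lacking M1 receptor as counterscreen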
# CHO-K1 Ca antag: nonselective inhibitor or artifact in parental CHO-K1 cells; ATP-induced calcium, Fluo-8 fluorescence; inhibition, % at 3 µM; actives 0.6% (n = 360,000); AID 602250;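 active means inhibition above a per-plate cutoff, the plate's mean sample inhibition plus 3 SD, cut at about 24% in these data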;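 further: 0% = DMSO plus EC80 ATP and 100% = DMSO alone without ATP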
# CHO parental Ca: ATP-evoked calcium signal inhibitors, parental CHO, primary screen, counter-screen for OX1R antagonist project, cell-based, fluorescence, Fluo-8 calcium dye | parental CHO-K1, ATP-induced calcium, Fluo-8 fluorescence | inhibition, % at 5.6 µM | actives 0.63% (n = 330,000);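 active means inhibition above that plate's mean sample inhibition plus 3 SD, cut at about 26% in these data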;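 further: 0% = ATP-challenged DMSO wells and 100% = DMSO wells without ATP; some compounds past the cut are filed as inactive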
#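 Measured by: calcium-sensitive Fluo-8 fluorescence / Test system: CHO parental line / Controls: ATP-challenged DMSO wells low, unchallenged DMSO wells high / Measure: % inhibition / Compound: single nominal dose of 5.6 µM per compound / Replicates: single well per compound, no replicates / Reagent: ATP as calcium-mobilizing challenge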
# Numbers without * were called inactive; · = no result given.
SMILES,OXTR potentiator,M1 PAM parental,GPR7 antag,OXTR agonist,V1R ag counter,TAAR1 antag,M1 ag parental,CHO-K1 Ca antag,CHO parental Ca
CCOC1=C2CN(S(=O)(=O)c3ccc(C)cc3)[C@H](c3ccccc3)C[C@@H]2N(S(=O)(=O)c2ccccc2)[C@H](c2ccccc2)C1,·,20,·,·,·,-4,-0.1,8,·
Cc1ccc(S(=O)(=O)Oc2ccc(/C=C(/NC(=O)c3ccccc3)C(=O)NCC(=O)O)cc2)cc1,-4,1,-4,-0.5,0.5,2,-0.3,4,-11
O=C(NC1CCCCC1)N1CCCC(c2nc3ccccc3[nH]2)C1 (stereo unspecified),0,14,12,-1.1,-0.7,11,0.8,-26,-11
CN(C)CC(c1ccccc1)c1ccccc1,-11,18,-17,0.3,-0.3,-32,1.5,-4,-5
CCN(CC(=O)N1CCc2ccccc2C1)S(=O)(=O)c1ccc2ccccc2c1,-1,20,2,0.2,2.0,32,7.7,-5,-16
CCc1ccc(OCC(=O)N2CCc3ccccc32)cc1,-3,19,-6,-2.2,-1.8,0,0.3,-14,-12
O=C(Cc1c[nH]c2ccccc12)NCc1ccccc1F,-16,12,-5,-0.6,1.4,-6,1.1,-14,-12
O=C(NCCc1ccncc1)C(F)(F)F,-4,12,-7,0.0,0.1,-4,0.0,0,6
CC(=O)Nc1ccc(S(=O)(=O)N(C)CC(=O)Nc2cccc(S(=O)(=O)N3CCCC3)c2)cc1,-8,5,·,-0.2,0.5,-12,0.3,-5,-8
COc1cc(/C=C/C(=O)O)cc(S(=O)(=O)Nc2cc(S(=O)(=O)N3CCCCC3)ccc2Cl)c1OC,·,26,·,·,·,-18,1.3,-6,·
COc1ccc2[nH]c(=O)c(CN(Cc3cccs3)C(=S)Nc3ccccc3)cc2c1,-6,·,-5,-0.9,0.6,·,·,·,-20
O=C(Cc1cccc(NC(=O)C2CCCN(C(=O)C3CCC3)C2)c1)Nc1ccc(C(=O)N2CCOCC2)cc1 (stereo unspecified),·,9,·,·,·,-3,0.9,-10,·
Cc1ccc2c(c1)c1nnc(SCC(=O)N3CCN(c4ccc(F)cc4)CC3)nc1n2CC(=O)O,-7,4,-1,-1.4,-0.7,-26,-0.2,10,-16
COC(=O)c1ccc(CSc2nnc3nc(C)cc(C)n23)cc1,3,5,-11,1.8,3.4,-11,14,2,-10
NS(=O)(=O)c1ccc(NC(=O)COC(=O)CCc2ccccc2)cc1,-2,18,-10,1.4,0.0,14,1.3,-9,8
O=C(CN1CCN(C(=O)c2cccc(S(=O)(=O)N3CCCC3)c2)CC1)Nc1ccc(F)cc1,-7,-6,·,-0.1,0.9,-16,0.5,-3,-22
Cc1nc2ccccc2c(=O)n1NC(=O)c1ccc(F)cc1Cl,-4,3,-3,-0.7,-0.5,-6,-0.1,-9,-9
C#CCNC(=O)C1=C[C@@H](c2ccccc2)C[C@@H](OCCCCO)O1,-10,-8,·,-1.1,0.4,1,-0.1,3,-12
COc1ccccc1N1CCN(C2CCCN(C(=O)CC(F)(F)F)C2)CC1 (stereo unspecified),-3,16,-16,-1.0,0.2,-7,0.6,-8,-9
COc1cc(N2C(=O)c3ccccc3C2=O)c(Cl)cc1C(=O)OCC(=O)NCc1ccco1,-12,-9,16,1.1,1.5,14,0.2,28*,-21
O=C(Nc1ccc(F)cc1)NC1(C(=O)NCc2ccc3c(c2)OCO3)CCCCC1,-18,15,-7,0.6,-0.5,-1,0.3,-20,-17
COc1ccc(-n2nnnc2SCC(=O)NCCc2ccc(OC)c(OC)c2)cc1,-6,6,-2,-0.1,0.7,4,1.2,-6,-16
CCN1CCN(C(=O)c2ccc(S(=O)(=O)Nc3ccccc3)cc2)CC1,-1,-8,·,3.5,-0.5,-1,0.5,-3,-4
COc1ccc2cc(C(=O)C3CCCN(C(=O)CSc4nnc(C)o4)C3)ccc2c1 (stereo unspecified),-3,6,9,-0.2,2.2,103*,3.5,-8,-34
Cc1ccc(C(=O)NCCONC(=O)c2ccc(C)cc2)cc1,1,-2,-12,0.0,0.2,-11,-0.2,-2,-12
COc1ccccc1-n1c(SC)nc2c(sc(=S)n2-c2ccccc2)c1=O,·,0,-19,·,·,-15,1.0,-13,·
Oc1c(Cl)cc(Cl)cc1C=Nc1ccc(N2CCOCC2)cc1,5,12,-15,2.5,1.7,-14,3.8,-7,-12
c1cncc(CNc2ncnc3ccc(-c4ccoc4)cc23)c1,-6,9,·,0.0,-1.4,-3,0.2,-16,-12
CCN(CC)CCNC(=O)C(C(=O)c1ccccc1)n1ccccc1=O (stereo unspecified),5,16,-10,1.0,-0.1,-6,0.4,-6,6
COc1ccc(-n2c(SCC(=O)NCc3cccs3)nc3[nH]ncc3c2=O)cc1,-7,16,1,-0.2,-0.3,-11,1.0,-17,-15
CCCCCN(C(=O)CN1CCC(Cc2ccccc2)CC1)c1c(N)n(CCCC)c(=O)[nH]c1=O,-8,-8,-1,-0.7,-0.2,10,-0.1,-7,-18
CCCOc1ccc(C(=O)NCC2OCCc3ccccc32)cc1OC (stereo unspecified),4,11,-1,-0.7,0.1,15,1.7,-10,-13
CN(Cc1ccc(OC(F)F)cc1)Cc1nc2c(Br)cc(Br)cc2c(=O)[nH]1,-5,16,0,-0.1,-0.2,-6,3.2,-25,-20
Cc1cc(C)c(S(=O)(=O)N2CCN(c3ccc([N+](=O)[O-])c(-n4nc(C)cc4C)c3)CC2)c(C)c1,-3,-12,2,-0.4,0.6,-17,-0.1,12,-32
CN1CC(c2ccccn2)C2(SC(=S)N(Cc3ccccc3)C2=O)C12C(=O)Nc1ccccc12 (stereo unspecified),-3,-5,-8,-0.2,0.6,9,0.1,2,-22
O=C(c1cccc(S(=O)(=O)N2CCCC2)c1)N(Cc1ccco1)C1CCS(=O)(=O)C1 (stereo unspecified),-2,20,-1,-0.7,0.1,3,0.3,-1,1
CC(C)NC(=S)NC(c1ccccc1)(c1ccccc1)c1ccccc1,-16,-26,-7,-2.8,-0.9,8,-1.0,5,6
COc1cc(/C=N/NC(=O)CN2CCOCC2)ccc1OCc1ccccc1,-8,18,-16,0.3,1.7,9,1.1,-8,-12
CCN(c1ccccc1)S(=O)(=O)c1ccc2[nH]cc(C(=O)NCCOC)c(=O)c2c1,-11,-7,-3,-1.1,0.7,-24,0.4,7,-14
CCOc1ccc(S(=O)(=O)Nc2ccc(C(=O)NCC3(N4CCCCC4)CCCCC3)cc2)cc1,-4,7,·,10,4.7,-20,1.9,1,-6
Cc1cc(Cl)ccc1C(=O)C1CCCN(C(=O)CCn2cnnn2)C1 (stereo unspecified),-1,21,-9,-0.5,0.3,4,13,3,-14
COc1ccc(C2(C(=O)NC3CCCCC3)CCOCC2)cc1OC,-2,-5,8,0.3,-0.1,-1,0.1,10,-6
NC(=O)C1(c2ccccc2)CCCN1C(=O)c1ccccc1Br (stereo unspecified),-3,0,2,0.2,-0.5,-1,-0.5,3,-12
Cc1ccc(NC(=O)C2CC(=O)OC23CCOC(C)(C)C3)cc1 (stereo unspecified),-2,21,-8,0.3,0.2,-9,0.5,-13,-6
Cc1cc(C)c2ccc(=S)[nH]c2n1,-1,-12,-10,-0.2,-0.3,-17,-0.1,-8,4
Cc1noc(C)c1COC(=O)c1ccccc1NC(=O)c1ccco1,-5,4,11,-2.1,-1.1,-4,2.1,-25,-31
Cc1nc2nc[nH]n2c(=O)c1CCOC(=O)c1c(F)cccc1F,-17,8,-1,0.8,0.6,-4,0.4,3,-4
CNC(=O)N1CCN(C(=O)NC)CC1,-6,10,-4,0.9,0.4,-9,0.8,-7,0

# A few values from the list:
# CHO parental Ca, CCN(CC(=O)N1CCc2ccccc2C1)S(=O)(=O)c1ccc2ccccc2c1 : -16
# OXTR agonist, Cc1noc(C)c1COC(=O)c1ccccc1NC(=O)c1ccco1 : -2.1

# The main list resumes; the 2 compounds before the break are reprinted first.
SMILES,OXTR potentiator,M1 PAM parental,GPR7 antag,OXTR agonist,V1R ag counter,TAAR1 antag,M1 ag parental,CHO-K1 Ca antag,CHO parental Ca
Cc1nc2nc[nH]n2c(=O)c1CCOC(=O)c1c(F)cccc1F,-17,8,-1,0.8,0.6,-4,0.4,3,-4
CNC(=O)N1CCN(C(=O)NC)CC1,-6,10,-4,0.9,0.4,-9,0.8,-7,0
C/C(Cc1ccccc1)=N\NC(=O)CNC(=O)COc1cccc(C)c1,-1,8,-6,-1.4,-1.0,0,1.5,-14,-8
CC1(C)CC(=O)C2=C(C1)Nc1ccccc1[S@]2=O,-11,-6,-13,-0.1,-0.1,-41,2.3,-2,-4
COc1ccc(C(=O)N2C(=O)c3ccc(N)cc3C2=O)cc1,-12,12,5,-0.3,0.3,-30,4.6,-2,4
CC(C)n1ncc2c(C(=O)Nc3ccc(CC#N)cc3)cc(C3CC3)nc21,0,0,·,-2.0,-1.0,35,0.5,-9,-30
c1ccc(N2CCN(Cc3ccc4c(c3)OCO4)CC2)nc1,2,14,·,-0.5,1.2,-26,0.0,2,2
COc1ccc(Cl)cc1-n1c(C)cc(C(=O)O)c1C,-8,9,-2,0.3,0.3,11,-0.1,2,2
CC[C@@H](C)[C@H](NC(=O)Cc1c(C)c2cc3c(C)coc3c(C)c2oc1=O)C(=O)O,-11,-7,-5,0.5,-0.3,0,0.5,-3,2
COc1ccccc1OCCCC(=O)Nc1ccc(N2CCOCC2)cc1,-4,2,20,1.0,0.9,12,0.5,-9,-14
Cc1ccc(NS(=O)(=O)c2ccc3c(c2)NC(=O)CCS3)cc1F,-7,-5,7,3.5,3.8,7,2.5,-9,-13
O=C(NC(=O)c1ccc(Cl)cc1)OC1CCCCC1,-8,14,-7,-1.8,-0.9,-14,0.0,-9,-3
c1coc(CNc2ncnc3nc[nH]c23)c1,2,12,-3,0.4,0.4,-21,0.5,6,-2
CCc1ccc(Nc2n[n+](-c3ccccc3)c(-c3ccc(C(=O)O)cc3)s2)cc1,-10,20,1,0.3,0.1,-1,0.7,-5,4
COc1cc(C=Nc2ccccc2C(=O)Nc2ccccc2)cc(OC)c1OC,-4,21,-5,0.4,0.8,-2,1.7,-15,-18
CCCCCC1CCC(C(=O)NNC(=S)NCC)CC1 (stereo unspecified),-6,23,1,2.7,2.9,1,0.7,0,-16
